HT1080NT lethal: kills 2HG-producing HT-1080-NT fibrosarcoma cells. Potency, µM (highest dose often 46.1 µM), without a hit: top-dose activity, negative = less viability, hits mostly cytotoxic. AID 686970. HT-1080-NT fibrosarcoma viability, CellTiter-Glo ATP luminescence, 48 h. hit rate 1.6% among 360,000;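 also: NT is the 2HG producing partner of a matched IDH1 knockdown line; potency is read from the fitted curve at half-maximal effect; 0% = DMSO-treated cells and -100% = media-only wells without cells; nearly all actives have a fitted effect of over 55% in size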
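Luminescent CellTiter-Glo readout after 48 hours of compound exposure at 37 degrees C defined viability of HT-1080-NT cells. Activity was normalized to DMSO wells and cell-free media wells; concentration-response curves were fitted and assigned curve classes.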
KB-3-1 cytotox: kills parental KB-3-1 adenocarcinoma cells. KB-3-1 viability, CellTiter-Glo ATP luminescence, 72 h. hit rate 1.4% among 400,000. Potency, µM (series often up to 46.1 µM), for the others: at the top dose activity change, negative = cytotoxic, most hits filed as cytotoxic; also: potency is read from the fitted curve at half-maximal effect; % is scaled to controls: 0 for no effect and ±100 for the full control effect; nearly all actives have a fitted effect of over 60% in size
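Cells are dispensed, compounds pinned in, plates held at 37 °C for 72 h, then CellTiter-Glo is added and luminescence read after 10 minutes. Cell line: parental KB-3-1 in phenol-red-free DMEM, 10% FBS.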
HEK293 tox: cytotoxic in the GLP-1 receptor inverse agonist counter-screen | HEK293 cAMP-luciferase reporter cells, luminescence, 24 h | Potency, µM (doses to about 38.3 µM), inactives show at the highest dose activity change, negative = inhibition, actives largely listed as inhibitors | hit rate 0.13% among 410,000;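 also: loss of luciferase light is scored as toxicity; potency is read from the fitted curve at half-maximal effect; % is scaled to controls: 0 for no effect and ±100 for the full control effect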
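Luminescence readout: signal drop marks cytotoxicity. Plated cells grew 12 h at 37 °C, 5% CO2, received 23 nL compound for 24 h, then got luciferase reagent, read after 12 min at RT.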
HT1080 IDH1KD tx: HT-1080 IDH1 knockdown cell toxicity (counter line). hit rate 2% among 360,000. HT-1080 IDH1 knockdown viability, ATP luminescence, 48 h. AID 686971. Potency, µM (highest dose often 46.1 µM), inactives show at the highest dose activity, negative = toxicity, hits mostly cytotoxic;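 also: potency is read from the fitted curve at half-maximal effect; 0% = DMSO wells and -100% = cell-free medium wells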
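Assay cells: HT-1080 with IDH1 knockdown, 750 per well, RPMI/5% FBS. Exposure: 48 h at 37 °C following 2 h pre-incubation. Read: CellTiter-Glo luminescence; fitted concentration-response, curve class assigned.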
SW480 rereplic: inducers of DNA re-replication in SW480 colon cancer cells. SW480 DNA re-replication, Hoechst DNA content imaging, 48 h. Potency, µM (top dose mostly 46.1 µM), for the others: top-dose re-replication activation, usual class: activators. hit rate 1.8% among 340,000. AID 624297; also: potency is read from the fitted curve at half-maximal effect; % of control where 0% means no effect; nearly all actives have a fitted effect of over 55% in size
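First, 250 cells per well were seeded. Next, compound or vehicle (23 nL) was pinned in, plates sat 48 hr at 37 C. Finally Hoechst was added for 40 min before fluorescence scanning.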
MCF10A rerep: DNA re-replication induction in MCF 10a cells | MCF 10A DNA re-replication, Hoechst nuclear intensity, 48 h | Potency, µM (series often up to 46.1 µM), for inactives: top-dose activity, positive = re-replication, usual class: activators | hit rate 2.9% among 350,000 | AID 624296; also: potency is read from the fitted curve at half-maximal effect; % of control where 0% means no effect; nearly all actives have a fitted effect of over 50% in size
IL-1B inflam inh: inflammasome signaling inhibition, IL-1 beta readout; hit rate 4.7% among 360,000; THP-1 LPS/ATP IL-1B secretion, AlphaLISA, 16 h; stronger effect = lower value; activity change, % at 57.5 µM; AID 743279; in the data active = activity change below about -50%; inconclusive = mostly about -30% to -49%; also: % is scaled to controls: 0 for no effect and ±100 for the full control effect
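THP-1 cells pretreated 1 hr with compounds (up to 57.5 uM final), then stimulated with LPS (250 ng/mL final) plus ATP (1.25 mM final); secreted IL-1B measured by AlphaLISA after 16 hr, decreased signal indicating inhibition.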
DRD3 agonist: D3 dopamine receptor (human) agonism | P35462 | D3R DiscoveRx beta-arrestin cells, luminescence, 90 min | max activation, % | hit rate 0.58% among 410,000 | AID 652048; in the data active = max activation above about 30%; also: 0% is about no effect; mostly tested at two doses, the higher about 12 µM
Target sequence (P35462 whole entry, looked up): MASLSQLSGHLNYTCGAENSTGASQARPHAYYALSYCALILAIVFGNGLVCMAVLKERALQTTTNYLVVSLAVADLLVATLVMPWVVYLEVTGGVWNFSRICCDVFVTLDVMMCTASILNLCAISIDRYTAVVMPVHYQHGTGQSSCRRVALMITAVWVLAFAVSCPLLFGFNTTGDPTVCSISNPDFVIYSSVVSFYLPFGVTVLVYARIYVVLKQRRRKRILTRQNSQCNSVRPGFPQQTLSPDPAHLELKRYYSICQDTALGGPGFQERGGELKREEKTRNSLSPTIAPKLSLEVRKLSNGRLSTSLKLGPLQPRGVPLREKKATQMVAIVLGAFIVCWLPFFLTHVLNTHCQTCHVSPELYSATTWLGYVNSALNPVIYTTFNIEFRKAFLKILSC
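Agonist-mode cell screen: cells plated at 1500/well and incubated overnight at 37 °C, then exposed to library compounds for 90 min at 37 °C. Detection reagent was added for 30–60 min at room temperature, and luminescence was read.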
KB-V1 MDR tox: KB-V1 MDR subline cytotoxicity. Potency, µM (titrated, usually from 46.1 µM), for inactives: at the top dose activity change, negative = cytotoxicity, hits mostly cytotoxic. KB-V1 MDR cells viability, CellTiter-Glo, 72 h. hit rate 3.4% among 400,000; also: potency is read from the fitted curve at half-maximal effect; % is scaled to controls: 0 for no effect and ±100 for the full control effect; nearly all actives have a fitted effect of over 60% in size
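KB-V1, DMEM (no phenol red) + 10% FBS; cpd pin-transferred, titration series; 72 h, 37 degrees C; CellTiter-Glo, luminescence. Data normalized, curve-fit.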
Starred values were filed as active, the others as inactive; i = inactive; ? = inconclusive; nt = no result given; & = joins results of further samples; [ ] = another dose, or the depositor's remark. Unless noted, calls follow the shape of the dose curve; as a rule, active = well fitted curve in the direction sought with a large enough effect; inconclusive = small, poorly fitted or top-dose-only effect, or another doubt; inactive = no such curve, though single readings can be large; an effect the other way counts as inactive or inconclusive.

SMILES,HT1080NT lethal,KB-3-1 cytotox,HEK293 tox,HT1080 IDH1KD tx,SW480 rereplic,MCF10A rerep,IL-1B inflam inh,DRD3 agonist,KB-V1 MDR tox
Cc1cc(=O)oc2cc(OCCSCCN3CCCCC3)ccc12,9%,-4%,-8%,0%,2%,-3%,0,-12,-16%
COc1ccccc1CNC(=O)c1c(-c2ccccc2Cl)noc1C,-3%,9%,-22%,5%,0%,14%,14,7,2%
CCOc1cc(/C=C2/SC(=S)N(CC(=O)O)C2=O)ccc1OC(=O)c1cccs1,-2%,-14%,?,-3%,-9%,-2%,0,6,1%
Cc1[nH]n(-c2ccccc2)c(=O)c1S(=O)(=O)c1ccccc1,8%,-4%,-11%,-5%,-1%,-6%,24,-7,-13%
c1ccc(Cc2nnc(N3CCCCC3)c3ccccc23)cc1,-2%,-6%,-13%[7.66 µM],?,3%,20%,-86*,-3,?
Cc1ccc(-c2nn(CC(=O)O)c(=O)c3ccccc23)cc1,-2%,4%,5%,-1%,1%,7%,7,14,1%
CCNC(=O)c1cc(S(=O)(=O)N(C)C)c(Cl)cc1Cl,-1%,-4%,-1%,-8%,-2%,-2%,32,-2,-5%
COc1ccc(NC(=O)COc2cc(O)c3c(c2)OC(C)(C)CC3=O)cc1,-1%,0%,-5%,-3%,26%,5%,-19,-20,0%
COc1ccc2cc(CN(CCO)C(=O)c3ccccc3F)c(=O)[nH]c2c1,4%,1%,-7%,7%,-3%,-1%,3,0,12%
O=C(NCc1n[nH]c(=S)n1-c1ccc(Cl)c(Cl)c1)c1ccc(S(=O)(=O)N2CCOCC2)cc1,12%,0%,10%,10%,?,-1%,-5,3,34%
N#Cc1cc2c(nc1SCC(=O)Nc1sc3c(c1C#N)CCC3)CCCCCC2,3%,9%,11%,-6%,?,3.3µM*,29,-1,0%
COc1ccc(C)cc1NC(=O)Cn1cc(S(=O)(=O)N2CCC(C)CC2)c2ccccc2c1=O,nt,0%,-13%,nt,nt,nt,nt,-6,-16%
O=c1c2ccccc2oc2cc(Br)ccc12,14%,6%,-2%,6%,4%,-2%,14,12,6%
COc1cc2c(cc1NC(=O)C(C)Sc1ccc(C)cc1)oc1ccccc12 (stereo not drawn),-17%,-3%,3%,-16%,-2%,2%,-23,8,?
O=C(COC(=O)C1(c2ccccc2)CC1)N1CCN(c2ccc(F)cc2)CC1,19%,-3%,0%,7%,0%[9.22 µM],-7%,21,0,?
CSCCC(NC(=O)c1ccccc1Cl)C(=O)N1CCCCCCC1 (stereo not drawn),10%,16%,-1%,5%,-32%[inhibitor],-5%,4,0,3%
O=C(CCNC(=O)OCC1c2ccccc2-c2ccccc21)NOCc1ccccc1,0%,0%,3%,4%,?,0%,30,19,0%
Cc1cnc(NC(=O)CSc2ncn(-c3ccccc3)n2)s1,-25%,?,-9%,2%,2%,0%,-4,-9,?
CCOC(=O)c1c(C)[nH]c(C(=O)OCC(=O)Nc2cc(C)ccc2OC)c1C,-2%,-16%,23%,0%,-14%,?,40,-3,?
O=C(Cc1ccccc1)Nc1ccccc1CO,?,-5%,-5%,17%,5%,-3%,2,4,?
N/C(=N\OC(=O)/C=C/c1ccc(Br)cc1)c1ccccn1,2%,-4%,?,13%,?,21%,18,2,-16%
CCNC(=O)/C(C#N)=C/c1c(N2CCCCCC2)nc2c(C)cccn2c1=O,0%,2%,-10%,-10%,-1%,1%,?,-8,0%
Cc1ccc(C2Nc3ccccc3NC3=C2C(=O)OC(C)C3)cc1 (stereo not drawn),10%,4%,-5%,8%,-2%,3%,8,6,15%
O=C(NNc1nc(=O)c2cccnc2s1)c1ccccc1O,-27%,?,14%,?,0.92µM*,-8%,118,3,-26%
NC(=O)c1cc2ccc(O)cc2oc1=Nc1ccccc1,-17%,-2%,i,-22%,?,?,-19,1,-1%

Next compounds.
SMILES,HT1080NT lethal,KB-3-1 cytotox,HEK293 tox,HT1080 IDH1KD tx,SW480 rereplic,MCF10A rerep,IL-1B inflam inh,DRD3 agonist,KB-V1 MDR tox
Cc1ccccc1C(=O)Nc1cccc(-c2cn3cccnc3n2)c1,nt,-4%,1%,nt,nt,nt,nt,-17,-5%
c1ccc2c(C3=NNC(=NC4CCCCC4)SC3)c[nH]c2c1,?,-4%,4%,?,?,7%,-96*,-7,17%
COc1ccc2[nH]c(C(=O)N/N=C/c3cc(OC)c(OC)c(OC)c3)cc2c1,-5%,-8%,-21%,0%,9%,18%,-6,2,-3%
Cc1nc([N+](=O)[O-])cn1CC(=O)c1ccc(F)cc1,19%,3%,-3%,24%,-2%,-14%,13,-4,25%
O=C(NCCCN1CCCC1)c1ccc2c(c1)N(Cc1ccc(F)cc1)C(=O)c1ccccc1S2=O (stereo not drawn),-17%,-9%,2%,-23%,-7%,9%,-26,-15,?
CO[C@@H]1CN(C)C(=O)c2cc(NC(=O)NC3CCCCC3)ccc2OC[C@@H](C)N(CC2CCOCC2)C[C@@H]1C,15%,1%,-10%,22%,nt,nt,0,-7,-4%
O=C(CN1C(=O)COc2ccc(Cl)cc21)Nc1ccc2c(c1)OCCO2,2%,?,6%,-2%,-2%,2%,-16,5,22%
CCOC(=O)[C@@H]1[C@H]2COc3ccccc3[C@@H]2N2C(=O)N(c3ccc(Cl)cc3)C(=O)[C@]12C,-15%,0%,13%,-20%,0%,1%,-2,3,17%
COCCN(C(=O)C1CCC1)c1c(N)n(CC(C)C)c(=O)[nH]c1=O,10%,10%,-5%,10%,-27%,11%,11,3,13%
COc1ccc(NC(=O)Cn2c(=O)n(CCC(=O)NCC3CCCO3)c(=O)c3cc(OC)c(OC)cc32)cc1 (stereo not drawn),3%,-3%&0%,6%&-1%,8%,2%,1%,-14,-2&6,-2%&-11%
O=C(CN1CCN(S(=O)(=O)c2ccc(F)c(F)c2)CC1)Nc1ccccc1C(=O)NC1CC1,7%,7%,-12%,12%,0%,5%,0,0,-16%
CN(C)CCCNc1nc2cc(-c3cccc(C(F)(F)F)c3)sc2c(=O)n1C,?,-2%,?,?,nt,nt,-66*,-16,2%
Cc1cc(NS(=O)(=O)c2ccc(NC(=O)c3cc(-c4ccccc4Cl)nc4ccccc34)cc2)no1,-26%,-2%,12%,-22%,0%,?,24,-2,1%
COc1ccc(-c2cc3nc(C)cc(NCCO)n3n2)cc1,4%,-13%,1%,-4%,-12%,-1%,-23,-11,?
COc1ccc(CC(=O)NNC(=O)c2cnccn2)cc1,0%,0%,-3%,5%,-121%[inhibitor],3%,17,2,-1%
CCOC(=O)C(C)Oc1cc(Cl)c(C=O)cc1OC (stereo not drawn),6%,0%,-12%,-2%,1%,3%,35,-16,0%
COCC(=O)Nc1ccc2c(c1)[C@@H]1C[C@H](CC(=O)NCc3ccccc3)O[C@@H](CO)[C@@H]1O2,13%,?,2%,12%,nt,nt,47,-4,?
Cc1ccccc1C(=O)NNc1ncnc2c1cnn2C,3%,4%,16%[0.307 µM],21%,2%,-2%,0,-8,-8%
Cn1nnnc1SCC(=O)Nc1ccccc1N1CCCCC1,1%,7%,-8%,2%,0%,9%,14,0,?

Entries shown so far that have fluorine (six):
SMILES,HT1080NT lethal,KB-3-1 cytotox,HEK293 tox,HT1080 IDH1KD tx,SW480 rereplic,MCF10A rerep,IL-1B inflam inh,DRD3 agonist,KB-V1 MDR tox
COc1ccc2cc(CN(CCO)C(=O)c3ccccc3F)c(=O)[nH]c2c1,4%,1%,-7%,7%,-3%,-1%,3,0,12%
O=C(COC(=O)C1(c2ccccc2)CC1)N1CCN(c2ccc(F)cc2)CC1,19%,-3%,0%,7%,0%[9.22 µM],-7%,21,0,?
Cc1nc([N+](=O)[O-])cn1CC(=O)c1ccc(F)cc1,19%,3%,-3%,24%,-2%,-14%,13,-4,25%
O=C(NCCCN1CCCC1)c1ccc2c(c1)N(Cc1ccc(F)cc1)C(=O)c1ccccc1S2=O (stereo not drawn),-17%,-9%,2%,-23%,-7%,9%,-26,-15,?
O=C(CN1CCN(S(=O)(=O)c2ccc(F)c(F)c2)CC1)Nc1ccccc1C(=O)NC1CC1,7%,7%,-12%,12%,0%,5%,0,0,-16%
CN(C)CCCNc1nc2cc(-c3cccc(C(F)(F)F)c3)sc2c(=O)n1C,?,-2%,?,?,nt,nt,-66*,-16,2%

Bioassay records deposited in PubChem BioAssay by National Center for Advancing Translational Sciences (NCATS).

Rows are unselected; overall some 11% were active at least once.
